Compound activity (PubChem BioAssay)
HMGR II inh = E. faecalis class II HMG-CoA reductase inhibition; purified E. faecalis HMGR, NADPH absorbance 340 nm kinetic; inhibition, % at 10 µM; hit rate 0.41% among 190,000;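 active = inhibition above a set limit, the median over all tested compounds plus 3 SD, cut at about 9.5% in these data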;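 also: enzyme runs in reverse so mevalonate oxidation gives rising NADPH absorbance; 0% = complete reaction with DMSO and 100% = background rate lacking mevalonate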
FLuc inh counter = inhibits firefly luciferase, flagging false hits in luciferase inhibition screens. P08659. ATPLite firefly luciferase biochemical luminescence, 10 min. inhibition, % at 10 µM. hit rate 1.5% among 200,000. AID 1006;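 active = inhibition above about 50% when tested at 10 µM, limit read from the data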
Target sequence (P08659 whole entry, looked up): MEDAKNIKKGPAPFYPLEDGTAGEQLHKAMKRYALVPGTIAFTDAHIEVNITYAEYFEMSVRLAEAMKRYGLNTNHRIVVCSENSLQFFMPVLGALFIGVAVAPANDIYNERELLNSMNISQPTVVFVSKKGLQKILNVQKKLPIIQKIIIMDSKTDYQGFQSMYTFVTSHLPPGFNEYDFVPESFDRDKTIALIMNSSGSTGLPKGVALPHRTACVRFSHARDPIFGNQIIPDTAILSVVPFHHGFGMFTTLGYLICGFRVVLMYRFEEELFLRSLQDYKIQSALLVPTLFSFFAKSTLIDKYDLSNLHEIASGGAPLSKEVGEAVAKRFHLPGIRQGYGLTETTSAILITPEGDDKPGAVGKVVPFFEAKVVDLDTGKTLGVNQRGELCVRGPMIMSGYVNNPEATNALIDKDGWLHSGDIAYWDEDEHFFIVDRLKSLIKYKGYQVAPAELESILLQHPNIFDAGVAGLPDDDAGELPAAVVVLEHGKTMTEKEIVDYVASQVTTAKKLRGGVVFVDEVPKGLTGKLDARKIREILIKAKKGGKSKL
G6PDH counter = inhibits Leuconostoc G6PDH, flagging false hits in G6PDH-based assays. hit rate 0.12% among 200,000. Purified L. mesenteroides G6PDH, diaphorase/resazurin coupled fluorescence, 45 min. AID 1020. inhibition, % at 5 µM; in the data active = inhibition above about 50%
NF-kB neuron act = raises NF-kB expression in human neuronal cells; hit rate 1.6% among 190,000; AID 1239; NF-kB reporter expression; stronger effect = higher value; fold change at 12.5 µM; in the data active = fold change above about 3.3
APP 5'UTR act = activates APP 5'UTR luciferase reporter | SH-SY5Y APP 5'UTR luciferase reporter, luminescence; zero percent = DMSO vehicle wells | activation, % at 2 µM | hit rate 1% among 190,000 | AID 1276;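 active = activation above a set limit, based on mean plus 3 SD of controls, cut at about 140% in these data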; also: values of inactives mirror those of a sister screen read the other way
FLuc act counter = affects firefly luciferase, flagging false hits in luciferase stimulation screens | activation factor at 10 µM | P08659 | 200,000 tested, under 10 active | AID 1027 | ATPlite luciferase biochemical, luminescence, 10 min; 0 = ATP-free wells, 1 = DMSO control;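 active = luciferase activation factor, scaled between plate controls, of at least 2 with compound at 10 µM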
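Material: Luciferase/luciferin reagent mix; Doses: test compounds dosed from 2 mM stocks in 100% DMSO; Schedule: 10 min incubation after luciferase reagent addition, room temperature; Measured by: luminescence from luciferase reaction; Read-out: luminescence gain marking luciferase activators.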
Hsp70 activator = transcriptional activators of Hsp70 | hit rate 0.04% among 200,000 | activation, % at 10 µM | HeLa Hsp70 promoter luciferase reporter, luminescence; scaled: vehicle 0, proteasome-inhibitor control 100%;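 active = activation above the mean across all tested compounds plus 3 SD, cutoff set per campaign, cut at about 5.5% in these data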;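 also: 100% = MG132 at 30 µM as the positive control and 0% = DMSO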
STAT1 act = increases IFN-gamma driven STAT1 reporter signal | NIH 3T3 STAT1-luciferase reporter, luminescence; 100% = IFN-gamma alone, no compound | activation (% of control), % at 5.5 µM | hit rate 2.6% among 200,000 | AID 932;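 active = activation above the screen-wide mean activation plus 3 SD, cut at about 130% in these data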;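 also: raw ratio to IFN-gamma control signal so 100% means no change and 0% no light; values of inactives mirror those of a sister screen read the other way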
DTT redox prof = compounds producing H2O2 with reducing agent – biochemical, NIH compound library profiling, artefact control for MLSCN library redox annotation, primary screen; AID 878; activation, % at 10 µM; hit rate 0.03% among 200,000; DTT-dependent redox cycling H2O2, phenol red/HRP absorbance; 100% = 100 µM peroxide control, 0% = buffer;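 active = activation of at least 50% relative to the plate's high and low controls in the primary single-dose screen; inactive = activation below 50%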;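 also: compound incubated with DTT at 0.8 mM final as the reducing agent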
APP 5UTR inh = APP translation inhibition | SH-SY5Y APP 5'UTR-luciferase reporter, luminescence | inhibition, % at 2 µM | hit rate 0.82% among 190,000 | AID 1285;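 active = inhibition above a set limit, derived from the sample mean plus 3 SD, cut at about 45% in these data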; also: values of inactives mirror those of a sister screen read the other way
An asterisk follows results filed as active; . = no result given.

smiles	HMGR II inh	FLuc inh counter	G6PDH counter	NF-kB neuron act	APP 5'UTR act	FLuc act counter	Hsp70 activator	STAT1 act	DTT redox prof	APP 5UTR inh
O=C(NCCc1ccccc1)C(=O)c1c(-c2ccccc2)[nH]c2ccccc12	6	-4	18	0.72	7	1	0.0	99	0.5	-6
O=C(Oc1cc(-c2ccccc2)no1)c1ccc(F)cc1	2	-4	10	1	-13	1	-0.3	99	0.3	13
COc1ccc(N2CCN(Cc3ccc(Br)s3)CC2)cc1	-1	1	1	1.1	.	1	0.1	103	0.1	.
COc1ccc(-c2ccc(-c3noc(-c4ccccc4)n3)c(OC)n2)cc1	4	-3	-44	1.3	10	1	-0.3	101	4.5	-10
Fc1ccc2nc(Nc3nc4c(F)cc(F)cc4s3)sc2c1	-8	4	-43	1	20	1	-0.5	106	0.2	-20
O=[N+]([O-])c1cccnc1NCc1cccs1	-3	-1	8	1.4	5	1	0.0	100	-0.7	-5
CCN1CCN(C(=O)CS(=O)(=O)Cc2nc(-c3ccc(C)cc3)oc2C)CC1	-11	-2	6	0.84	8	1	-0.3	95	-1.5	-8
CCOC(=O)C1=C(C)N=C2SCCC(=O)N2C1c1ccc(C(=O)OC)cc1 (configuration not stated)	-3	-7	1	1.3	-1	1.1	-0.1	97	-0.1	1
COc1ccc(C(=O)c2nccc3ccccc23)cc1	-2	-4	2	0.98	-3	1	-0.3	120	0.3	3
Cc1cccc(NC(=S)Nc2ccc(Br)cc2)c1	0	3	2	0.85	-3	1	0.0	90	3.0	3
COc1ccc(CN2C(=O)c3ccccc3C2=O)cc1C(=O)Nc1ccc(C)cc1C	-3	-7	7	0.95	9	1.1	0.0	103	0.6	-9
CC(=O)Nc1nc(N)n(-c2ccccc2)n1	-5	-6	11	1.2	0	1.1	-0.2	102	0.2	0
COc1ccc(N/C=C/c2nc(SC)nnc2C)cc1	-5	-1	-4	1.1	-4	1	-0.2	102	-0.2	4
Cc1ccccc1N(CC(=O)NC(C)(C)C)C(=O)c1ccc(-c2ccccc2)[nH]1	6	-5	-3	1.2	12	1.1	0.1	104	-0.8	-12
CCN(CC)C(=O)Oc1ccc(Cl)c2cccnc12	-3	-7	8	1.3	22	1.1	-0.3	102	-1.8	-22
Cc1ccc(C(=O)N/C(=C/c2ccc(F)cc2)C(=O)NCc2ccncc2)cc1	-7	-3	3	0.91	3	1	-0.2	99	0.0	-3
CCC(=O)Nc1ccc(F)c(Cl)c1	1	0	22	1	13	1	-0.3	98	-3.1	-13
CCCCNc1c(N)n(CC(C)C)c(=O)[nH]c1=O	0	-6	-1	1.1	1	1.1	-0.3	97	-2.4	-1
CN(C)c1ccc(-c2nnn(CC(=O)NCc3ccc4c(c3)OCO4)n2)cc1	-1	3	7	1.4	8	1	0.1	102	0.0	-8
CC(Oc1ccccc1)C(=O)N1CCCc2ccccc21 (configuration not stated)	-8	-2	28	1.1	4	1	-0.3	97	3.2	-4
CCCCNC(=O)CCn1c(=O)c2ccccc2n(CC(=O)N2CC(C)CC(C)C2)c1=O (configuration not stated)	-3	-3	23	1.2	17	1	-0.2	96	-0.8	-16
CCCN1C2CCCC1CC(NC(=O)C1CCCCC1)C2 (configuration not stated)	-4	-6	5	1	27	1.1	0.2	106	0.4	-27
Cc1ccc(CN(CCO)CCO)cc1	-6	-2	12	0.97	20	1	-0.2	102	-1.6	-20
Cc1cc(OCC(=O)N2CCOCC2)cc2oc(=O)c3ccccc3c12	5	-1	0	1.2	-1	1	-0.3	95	-0.2	0
CCN(CC)C(=O)C1CCN(S(=O)(=O)c2cccc3nonc23)CC1	2	0	-9	0.95	7	1	0.5	97	0.3	-7
COc1ccccc1-n1c(SCC(=O)Nc2ccc3c(c2)OCO3)nc2c(c1=O)SCC2	4	-5	-26	0.83	6	1	0.1	100	2.4	-6
CC(=O)Nc1cccc(-c2csc(Nc3ccc(C)cn3)n2)c1	-8	71*	-18	7.6*	206*	0.3	0.0	217*	-0.3	-206
O=S(=O)(Nc1ncccn1)c1ccc(NS(=O)(=O)c2cccc(Cl)c2Cl)cc1	0	-7	5	1.1	13	1.1	-0.3	89	-1.5	-13
O=C(COC(=O)C12CC3CC(CC(O)(C3)C1)C2)N1CCN(S(=O)(=O)c2ccc(Cl)cc2)CC1	-4	-6	2	0.91	-34	1.1	0.1	94	2.6	34
COc1ccc(C(=O)N2CCCC(c3ccccc3)=N2)cc1	4	-2	2	1.1	18	1	0.2	110	-0.5	-18
C/C(=N\Nc1cccc2cccnc12)c1ccccc1O	-2	68*	1	6.9*	202*	0.3	0.0	118	-0.9	-202
COc1ccccc1N1CCN(C(=O)c2oc3cc(C)cc(C)c3c2C)CC1	-1	-4	16	1	12	1	-0.2	94	0.5	-12
CN=C1NN=C(c2cc(C)n(-c3c(C)n(C)n(-c4ccccc4)c3=O)c2C)CS1	0	4	14	1.1	3	1	-0.4	100	0.2	-3
CCCCOC(=S)NC(=O)c1sc2ccccc2c1Cl	-3	-9	-1	1.1	.	1.1	-0.5	104	3.0	.
O=C(NNS(=O)(=O)c1ccccc1)c1cccs1	2	-3	3	1.1	-4	1	-0.3	94	0.5	4
O=c1[nH]c(CN2CCc3ccccc3C2)nc2ccccc12	1	2	6	1.1	-7	1	-0.2	91	3.0	7
CCC(C)(C)NC(=O)/C=C/c1cccs1	-3	-4	24	1.1	-4	1	-0.3	107	0.7	4
CC1CCN(c2cc(C#N)c(C#N)cc2[N+](=O)[O-])CC1	3	-3	2	1.1	7	1	0.2	90	1.9	-7
N#CCCn1cc(C(N)=O)c(-c2cccs2)n1	-3	-2	17	.	1	1	-0.2	93	-1.8	-1
Cc1ccc(-c2nc3ncccn3c2Nc2ccc3c(c2)OCO3)o1	-2	1	5	1.1	0	1	0.5	99	3.0	0
COc1ccccc1-c1noc(CCC(=O)Nc2cc(C(F)(F)F)ccc2Cl)n1	-3	-4	-4	1	4	1	-0.3	101	1.7	-4
COc1ccc(CNc2nn[nH]n2)cc1OC	-1	-7	-8	1.2	.	1.1	-0.3	100	0.1	.
COc1cccc(NC(=O)COC(=O)CCS(=O)(=O)c2ccc(C)cc2)c1	-3	0	5	1.3	-5	1	-0.1	96	-1.1	5
CCOC(=O)C(C)CC(C)C(=O)N1CCOCCN(C(=O)C(C)CC(C)C(=O)OCC)CCOCC1 (configuration not stated)	-7	-8	31	1	7	1.1	-0.5	104	2.4	-7
COc1ccc(/C=C(\C#N)C(=O)OCC(=O)NCc2ccccc2Cl)cc1	0	-8	-1	0.93	18	1.1	0.3	103	0.7	-18
c1ccc2sc(C3CCN(Cc4nnnn4Cc4ccc5c(c4)OCO5)CC3)nc2c1	-1	-4	-1	1	6	1	-0.2	98	0.8	-6
Cc1nn(CCOc2ccccc2)c(=O)n1-c1ccc(F)cc1	-4	-2	0	1.8	12	1	0.0	117	2.5	-12
COc1cccc(C(=O)NNC(=O)Cc2ccc(Cl)cc2)c1	-6	-7	5	0.94	6	1.1	-0.1	105	0.2	-6
Cc1ccc(/C=C(\C#N)c2nc3ccccc3[nH]2)s1	6	47	3	6.1*	215*	0.5	0.4	162*	0.7	-215
COc1ccc(CC(C)N2CCN(c3ccccc3OC)CC2)cc1OC (configuration not stated)	-2	-2	-4	0.91	4	1	-0.4	96	-0.9	-4

The list goes on.
smiles	HMGR II inh	FLuc inh counter	G6PDH counter	NF-kB neuron act	APP 5'UTR act	FLuc act counter	Hsp70 activator	STAT1 act	DTT redox prof	APP 5UTR inh
COc1ccc(C2(O)CCN(Cc3nnnn3Cc3ccc(F)cc3)CC2)cc1	3	-7	2	0.99	2	1.1	0.0	98	-1.5	-2
CC(=O)c1ccc(NC(=O)c2cnn3ccccc23)cc1	-8	42	5	3.1	105	0.6	-0.3	23	7.6	-105
Cc1ccc(S(=O)(=O)Oc2ccccc2/C=N/O)cc1	0	-9	-1	1.1	15	1.1	-0.1	94	-0.4	-15
COc1ccc(OCC(O)CNCc2ccco2)cc1 (configuration not stated)	2	-9	11	1	9	1.1	-0.3	98	-0.4	-9
Cc1cc(C)c2c(=O)[nH]cnc2n1	-7	0	5	1	42	1	-0.2	98	-2.1	-42
Cc1cccc(Cn2ccc(NC(=O)c3cccnc3)n2)c1	2	1	0	1	11	1	-0.1	99	0.7	-11
CC(Nc1ccc2c(c1)OCCO2)C(=O)N1c2ccccc2CC1C (configuration not stated)	-5	4	-2	1.1	16	1	-0.2	98	0.1	-16
CC(C)CC(N)c1cn([C@@H](CCC(=O)O)C(=O)N2CCNCC2)nn1 (some centres not stated)	5	-5	3	1.5	-4	1.1	-0.4	103	-0.7	4
C=CCn1c(SCC(=O)NC23CC4CC(CC(C4)C2)C3)nc(O)cc1=O	1	-6	7	0.98	-7	1.1	0.2	98	-1.0	7
COc1cc2c(cc1OC)C1=NC(=O)CN1C(SCc1ccccc1)=N2	0	-8	-1	1.2	12	1.1	-0.3	98	-1.9	-12
COC(=O)c1cc(=O)n(Cc2ccco2)c(=Nc2ccc(F)cc2)s1	-4	-1	6	1.5	-15	1	0.0	100	-0.1	15
O=C(CNC(=O)/C(=C\c1ccc(F)cc1)NC(=O)c1ccccc1)OCc1ccccc1	0	-7	4	0.87	0	1.1	0.0	94	-0.8	0
Cc1ccn2c(NC(=O)c3ccco3)c(-c3ccccc3)nc2c1	0	-5	-2	0.94	13	1	-0.1	102	0.8	-13
O=C(Nc1cccnc1)c1cc(-c2ccc(F)cc2)on1	0	54*	6	1.2	17	0.5	-0.3	104	-0.1	-17
Cc1cc(NC(=O)CSc2nc(-c3ccco3)cc(C(F)(F)F)n2)no1	-2	-1	3	1.2	-18	1	-0.3	97	3.5	18
CCN(CC)S(=O)(=O)c1cccc(-c2nnc(SCc3nc4ccccc4s3)o2)c1	3	0	7	0.83	42	1	-0.2	112	-0.8	-42
CCOC(=O)CSc1nc2cc3c(cc2cc1C#N)OCO3	2	-7	2	4.1*	112	1.1	0.0	155*	-0.5	-112
COC(=O)[C@@H]1C[C@H]1[C@@H](NC(=O)c1ccccc1)c1ccccc1	1	-4	15	1.2	-16	1	-0.1	103	0.5	16
O=C1CC(c2ccccc2)Sc2ccccc2N1 (configuration not stated)	-2	-3	0	0.77	-9	1	-0.2	116	0.8	9
Cc1[nH]c(=O)[nH]c(=O)c1S(=O)(=O)N1CCC(C(=O)N2CCN(c3cccc(C(F)(F)F)c3)CC2)CC1	-5	5	7	1.1	10	1	-0.3	106	-2.9	-10
c1coc(-c2nnc3n2C2(CCCC2)Cc2ccccc2-3)c1	-11	-2	-14	1.2	1	1	-0.5	92	1.4	-1
O=[N+]([O-])c1cccc(C(=Nc2ccccc2Cl)NO)c1	-3	-4	-12	1.1	4	1	-0.3	97	1.0	-4
C=CCSC1=N/C(=C\c2ccc(C)o2)C(=O)S1	-3	6	8	1.7	-8	0.9	0.2	103	0.3	8

Whole records as entered above:
`COC(=O)[C@@H]1C[C@H]1[C@@H](NC(=O)c1ccccc1)c1ccccc1` is listed as HMGR II inh: 1; FLuc inh counter: -4; G6PDH counter: 15; NF-kB neuron act: 1.2; APP 5'UTR act: -16; FLuc act counter: 1; Hsp70 activator: -0.1; STAT1 act: 103; DTT redox prof: 0.5; APP 5UTR inh: 16
`COC(=O)c1cc(=O)n(Cc2ccco2)c(=Nc2ccc(F)cc2)s1` is listed as HMGR II inh: -4; FLuc inh counter: -1; G6PDH counter: 6; NF-kB neuron act: 1.5; APP 5'UTR act: -15; FLuc act counter: 1; Hsp70 activator: 0.0; STAT1 act: 100; DTT redox prof: -0.1; APP 5UTR inh: 15
